JMJD2E inh: blocks human JMJD2E demethylase activity | 1.6% of 230,000 active | JMJD2E catalytic domain, FDH-coupled NADH fluorescence (FDH is formaldehyde dehydrogenase) | Potency, µM (series often up to 57.1 µM), for the others: top-dose activity change, negative = inhibition, actives largely listed as inhibitors | B2RXH2; active means well fitted inhibition curve with a large enough effect, not every such curve was filed as active; inconclusive means small, poorly fitted or top-dose-only effect, or another doubt; inactive means no such curve, though single readings can be large or run the other way;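 further: 0% = wells with enzyme and -100% = buffer wells without enzyme; nearly all actives have a fitted effect of over 50% in size; many of its hits are not listed in these tables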
Tau FP inhib: tau fibrillization inhibition (FP) | P10636 | Potency, µM (titrated, usually from 57.7 µM), inactives show top-dose activity, negative = inhibition, actives largely listed as inhibitors | K18 P301L tau heparin fibrillization, Alexa594 FP, 6 h | 0.39% of 280,000 active | AID 1468; further: nearly all actives have a fitted effect of over 55% in size
Target sequence (P10636 561-689 P618L limits assumed): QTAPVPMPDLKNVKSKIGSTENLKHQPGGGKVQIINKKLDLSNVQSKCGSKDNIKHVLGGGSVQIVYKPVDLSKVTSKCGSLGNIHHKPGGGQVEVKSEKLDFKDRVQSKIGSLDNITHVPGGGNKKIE
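Quantitative HTS format: compounds meet 15 uM recombinant K18 P301L tau and Alexa 594-tau tracer in 100 mM sodium acetate pH 7; 20 uM heparin triggers fibrillization at 37 C over 6 hr; FP gives the signal.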
L3MBTL1 block: L3MBTL1 (human) inhibition; Q9Y468; AlphaScreen L3MBTL1–H3K9me1 peptide binding; Potency, µM (top dose mostly 57.1 µM), for the others: at the highest dose activity, negative = inhibition, actives largely listed as inhibitors; 0.66% of 230,000 active; AID 485360; further: nearly all actives have a fitted effect of over 60% in size
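First, the protein-peptide complex forms for 30 min at room temperature (L3MBTL1 50 nM, biotinylated H3K9me1 peptide 75 nM). Next, compounds are pin-transferred and incubated 30 min. Finally, AlphaScreen beads are added and read after 30 min.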
RECQ1 inh: RECQ1 (human) helicase inhibition; P46063; RECQ1 DNA unwinding, red fluorescence kinetic read; Potency, µM (doses to about 57.3 µM), inactives show top-dose activity, negative = inhibition, usual class: inhibitors; 0.54% of 240,000 active; AID 2549;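 further: plate controls were vehicle for no effect and no enzyme for full effect; nearly all actives have a fitted effect of over 30% in size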
Target sequence (P46063 whole entry, looked up): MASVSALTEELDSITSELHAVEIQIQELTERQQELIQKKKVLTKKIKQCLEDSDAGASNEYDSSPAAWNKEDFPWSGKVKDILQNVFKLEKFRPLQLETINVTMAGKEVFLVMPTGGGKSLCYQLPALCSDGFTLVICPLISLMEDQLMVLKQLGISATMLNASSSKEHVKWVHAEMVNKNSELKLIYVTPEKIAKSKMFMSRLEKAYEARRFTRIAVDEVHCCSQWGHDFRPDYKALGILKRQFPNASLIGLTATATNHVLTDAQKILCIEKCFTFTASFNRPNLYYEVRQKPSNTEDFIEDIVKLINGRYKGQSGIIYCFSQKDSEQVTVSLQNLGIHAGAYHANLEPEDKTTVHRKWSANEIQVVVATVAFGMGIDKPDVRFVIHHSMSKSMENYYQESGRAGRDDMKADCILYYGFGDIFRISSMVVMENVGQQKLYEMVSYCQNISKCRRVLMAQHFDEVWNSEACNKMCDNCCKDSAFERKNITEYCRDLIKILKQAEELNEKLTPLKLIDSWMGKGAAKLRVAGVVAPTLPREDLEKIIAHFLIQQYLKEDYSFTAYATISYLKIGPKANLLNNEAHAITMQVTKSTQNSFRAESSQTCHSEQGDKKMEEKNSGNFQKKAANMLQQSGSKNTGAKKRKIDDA
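RECQ1T1 50 nM; forked duplex (20 bp + 30-nt ss tails) 200 nM, ATP 2 mM final; pH 8.0, 2 mM MgCl2, 2.5 ug/ml poly(dI-dC); 15 min compound preincubation; discontinuous kinetic read over 2 h at RT.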
GoLoco inh red: blocks human Gai1 binding to RGS12 GoLoco peptide, red readout; P63096; Potency, µM (titrated, usually from 61.6 µM), for inactives: at the top dose activity, negative = inhibition, hits mostly inhibitors; Gai1:RGS12 GoLoco peptide FP, rhodamine, 10 min; 0.44% of 230,000 active; active means well fitted inhibition curve with a large enough effect, not every such curve was filed as active; inactive means no such curve, though single readings can be large or run the other way; further: nearly all actives have a fitted effect of over 30% in size; many of its hits are not listed in these tables
Tau ThT inhib: tau fibrillization inhibition (ThT binding) | recombinant tau K18 P301L (four-repeat tau fragment), heparin-induced fibrillization, ThT fluorescence | 2.1% of 270,000 active | Potency, µM (highest dose often 57.4 µM), without a hit: at the highest dose activity, negative = inhibition, usual class: inhibitors | AID 1460 | P10636; further: nearly all actives have a fitted effect of over 55% in size
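Heparin-induced (20 uM) aggregation of recombinant human K18 P301L tau, 15 uM unlabeled with 0.24 uM labeled, pH 7 acetate buffer, 6 hr at 37 C with compound. Fibrils quantified by 30 uM ThT fluorescence after 1 hr ambient incubation.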
TRb-SRC2 inh: TRbeta-SRC2 interaction inhibition; Potency, µM (highest dose often 106 µM), for the others: top-dose activity change, negative = inhibition, hits mostly inhibitors; 0.065% of 280,000 active; TRbeta-SRC2 peptide binding, fluorescence polarization; receptor liganded with 1 µM T3;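 further: plate controls were bound peptide for no effect and peptide without receptor for full effect; nearly all actives have a fitted effect of over 50% in size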
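Quantitative HTS by FP: 0.6 uM TRb LBD, 20 nM labeled SRC2 20-mer, 1 uM T3, 5% DMSO; 5 hr ambient incubation; % activity per concentration and potencies from concentration series.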
TR SRC2 fluor cs: alters Texas Red total fluorescence, flagging assay interference; TRb/SRC2 Texas Red total fluorescence interference; 0.29% of 280,000 active; Potency, µM (highest dose often 106 µM), for inactives: at the top dose fluorescence change, negative = quenching; active means well fitted curve in either direction with a large enough effect; inconclusive means small, poorly fitted or top-dose-only effect
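Flags fluorescent or light-absorbing compounds by total fluorescence, S + 2P, at 555 nm excitation and 632 nm emission. Mixture: 20 nM Texas Red SRC2 peptide, 0.6 uM human TRb LBD, 1 uM T3, 5% DMSO; compound exposure 5 h at ambient temperature.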
* = called active by the depositor; i = inactive; u = inconclusive; x = no result given; & = joins results of further samples; [ ] = remark or other dose. Unless noted, the call rests on the fitted dose curve; in most records, active means well fitted curve in the direction sought with a large enough effect; inconclusive means small, poorly fitted or top-dose-only effect, or another doubt; inactive means no such curve, though single readings can be large; an effect the other way counts as inactive or inconclusive. Unless noted, on the % scale 0 is the no-effect control and ±100 the full control effect; potency means the concentration at half of the fitted maximal effect. Only part of the results is shown. The share of hits here may be higher or lower than overall.

SMILES	L3MBTL1 block	TRb-SRC2 inh	GoLoco inh red	RECQ1 inh	TR SRC2 fluor cs	Tau ThT inhib	Tau FP inhib	JMJD2E inh
CC1c2ccsc2CCN1S(=O)(=O)c1ccccc1 (stereo not given)	-3%	2%	3%	3%	-1%	-13%	-17%	-1%
CCNC(=S)NNC(=O)CSc1nc2ccccc2[nH]1	-5%	-8%	16%	-6%	-1%	-10%	5%	4%
S=c1[nH]nc(C2CC2)n1Cc1ccco1	x	-8%	-5%	-10%	0%	-7%	-2%	0%
COc1cccc(OCc2cc(=O)n3c(-c4ccccc4)csc3n2)c1	x	-4%	x	x	-1%	-1%	-10%	x
CCc1ccc(NC(=O)c2cc(S(=O)(=O)N3CCCCC3)c[nH]2)cc1	x	-2%	x	x	4%	-8%	u	x
O=C1CSC(=Nc2ccccc2[N+](=O)[O-])N1	4%	-2%	3%	i	0%	-12%	-6%	13%
O=c1cc(-c2ccccc2)nc(SCCOc2ccccc2Cl)[nH]1	2%	2%	19%	i	-2%	9%	-7%	u
CC1(C)NC(=O)N(CCCOc2ccc(Br)cc2Cl)C1=O	x	6%	-8%	-7%	0%	0%	-3%	-11%
O=C(NCCc1csc(-c2cccnc2)n1)c1ccccc1	3%	1%&-3%	-10%	-9%	-3%&-1%	-6%&-10%	u	1%
CCc1ccc(NC(=O)c2cc(Br)ccc2Br)cc1	7%	6%	6%	9%	2%	-6%	u	7%
CCCC1(CCC)C(=O)NC(=NCCc2ccc(OC)c(OC)c2)NC1=O	8%	-2%	5%	-6%	-3%	-2%	-4%	3%
Cc1ccc(S(=O)(=O)c2nc(-c3ccc(F)cc3)oc2SCC(=O)NCC2CCCO2)cc1 (stereo not given)	0%	-20%	-3%	i	-1%	-7%	-10%	4%
O=C(Nc1ccc(Oc2ccccc2)cc1)c1ccc(F)c(S(=O)(=O)N2CCN(c3ccccc3F)CC2)c1	x	-6%	x	x	-2%	19%	u	x
O=C1C=C(Nc2cccc(Cl)c2)CC(c2ccco2)C1 (stereo not given)	x	8%	-2%	i	1%	-7%	-6%	-2%
O=C(N/N=C/c1cccc(Cl)c1)c1c(O)c2c([nH]c1=O)CCCC2	x	-2%	-14%	i	-3%	x	4%	1%

Four entries from above, with values under each structure:
Every second line gives: L3MBTL1 block	TRb-SRC2 inh	GoLoco inh red	RECQ1 inh	TR SRC2 fluor cs	Tau ThT inhib	Tau FP inhib	JMJD2E inh
> O=C(NCCc1csc(-c2cccnc2)n1)c1ccccc1
 : 3%	1%&-3%	-10%	-9%	-3%&-1%	-6%&-10%	u	1%
> CCc1ccc(NC(=O)c2cc(Br)ccc2Br)cc1
 : 7%	6%	6%	9%	2%	-6%	u	7%
> CCCC1(CCC)C(=O)NC(=NCCc2ccc(OC)c(OC)c2)NC1=O
 : 8%	-2%	5%	-6%	-3%	-2%	-4%	3%
> Cc1ccc(S(=O)(=O)c2nc(-c3ccc(F)cc3)oc2SCC(=O)NCC2CCCO2)cc1 (stereo not given)
 : 0%	-20%	-3%	i	-1%	-7%	-10%	4%

The results go on:
SMILES	L3MBTL1 block	TRb-SRC2 inh	GoLoco inh red	RECQ1 inh	TR SRC2 fluor cs	Tau ThT inhib	Tau FP inhib	JMJD2E inh
COc1ccc(-c2[nH]ncc2CN2CCC(N3CCSCC3)CC2)c(F)c1	-4%	-3%	22%	i	-2%	-1%	-4%	-1%
CCCN(CC(=O)Nc1cc(Cl)cc(Cl)c1)CC(=O)Nc1ccc(F)c(F)c1F	17%	-8%	-3%	-13%	-1%	-4%	3%	-1%
Cc1nc2nc(C)c(CCC(=O)N3CCOCC3)c(C)n2n1	-2%	10%	-1%	i	0%	-8%	1%	6%
COc1ccc(/C=C/c2nnc(NC(=O)CC(C)C)s2)cc1	3%	0%	6%	-4%	-2%	-4%	-8%	u
Cc1ccc([N+](=O)[O-])cc1NC(=O)c1ccc(C(C)(C)C)cc1	-5%	1%	4%	-13%	-4%	-6%	2%	-1%
O=C(O)c1cccnc1Br	x	0%	-4%	-7%	0%	4%	0%	-4%
COc1ccc2[nH]c(=O)c(CN(C(=O)c3cccc(Cl)c3)c3ccccc3OC)cc2c1	x	-9%	x	x	-9%	-13%	-11%	x
CCc1cccc(C)c1NC(=O)CSc1nc2ccccc2n1CC(=O)N(C)C	3%	1%	5%	-1%	-4%	-4%	-3%	-1%
C/C(CC(=O)Nc1cccnc1)=N\NC(=O)C(C)Oc1ccc(Cl)cc1Cl (stereo not given)	4%	7%	2%	-9%	-1%	-15%	-3%	-20%
CCOc1ccc(C(=O)Nc2ccc3oc(-c4ccc(Br)cc4)nc3c2)cc1	x	3%	x	x	2%	-18%	0%	x
COc1ccc(CN(C)CC(=O)Nc2sc3c(c2C#N)CCC3)cc1OC	u	3%	30%	-27%	-2%	-16%	0%	-16%
O=C(NNS(=O)(=O)c1ccc(F)cc1F)c1csc(-c2cccnc2)n1	67%[activator]	-3%	-16%	-7%	1%	-12%	-2%	-4%
N#Cc1c(SCC(N)=O)nc2c(c1-c1ccncc1)CCCC2	1%	-5%	6%	i	-1%	1%	0%	-15%
COc1ccc(N2CCN(CC(=O)Nc3cc(C)on3)CC2)cc1	0%	-12%	x	-3%	0%	-11%	3%	25µM*
Cc1ccc(C)c(SCc2nc3sc(C(=O)O)c(C)c3c(=O)[nH]2)c1	x	-3%	7%	2%	-1%	u	-7%	-5%

Going on with the list:
SMILES	L3MBTL1 block	TRb-SRC2 inh	GoLoco inh red	RECQ1 inh	TR SRC2 fluor cs	Tau ThT inhib	Tau FP inhib	JMJD2E inh
CCN(CC)CCN(C(=O)c1ccco1)c1nc2ccc(Cl)cc2s1	x	7%	x	x	-17%	1%	-12%	x
Cc1cc(C(=O)CSc2nc3ccccc3c(=O)[nH]2)c(C)n1CC1CCCO1 (stereo not given)	-15%	1%	8%	i	0%	-10%	7%	5%
CC(NC(=O)Cc1ccccc1)C1COc2ccccc2O1 (stereo not given)	-8%	7%	8%	27%	-2%	-4%	2%	3%
CCN1CCCC1CNC(=O)C(=O)Nc1cccc(OC)c1 (stereo not given)	2%	8%	4%	10%	2%	-1%	6%	3%
CCNc1nc(N2CCCC2)nc(N2CCCC2)n1	-7%	-9%	0%	i	-3%	5%	5%	9%
Cc1cc(SCC(=O)NCCC2=CCCCC2)nc2ccccc12	2%	10%	-3%	3%	-2%	11%	-3%	1%
S=c1nc[nH]c2c1[nH]c1ccc(Cl)cc12	x	0%	-1%	-4%	-7%	3%	-8%	-1%
O=C(Cn1c(=O)c(C(F)(F)F)nc2ccccc21)Nc1ccc(Br)cc1F	x	-5%	x	x	0%	-4%	-3%	x
COc1ccc(CC(=O)NCc2n[nH]c(=S)n2-c2ccc(F)cc2)cc1	2%	0%	4%	-10%	-6%	0%	-1%	13%
CCCCCC1CC(=O)C=C(C)C1C(=O)OC (stereo not given)	19%	-9%	-15%	i	-3%	-2%	-2%	0%
CCOC(=O)c1ccccc1NC(=O)CSc1ccccc1	57%[activator]	-7%	12%	i	-1%	0%	0%	-2%
OC1CCN(Cc2cn(Cc3ccccc3)nc2-c2cc3ccccc3o2)CC1	-11%	4%	10%	4%	-4%	3%	2%	-24%
Cc1nnc(SCC(=O)NCc2cccs2)n1-c1ccccc1	3%	-5%	7%	-5%	-1%	-9%	-1%	2%
O=C(c1cc(-c2ccc(O)cc2)on1)N1CCc2ccccc2C1	1%	1%	8%	-16%	0%	-7%	-6%	5%
O=C(N/N=C/c1cccs1)c1cnccn1	4%	-1%	7%	-6%	-3%	-9%	2%	-10%

(more compounds)
SMILES	L3MBTL1 block	TRb-SRC2 inh	GoLoco inh red	RECQ1 inh	TR SRC2 fluor cs	Tau ThT inhib	Tau FP inhib	JMJD2E inh
CCOc1cc(C(=O)OCc2cc(=O)n3c(C)csc3n2)cc(OCC)c1OCC	x	-4%	x	x	2%	4%	-3%	x
CC(C)(CSc1nncn1N)NS(=O)(=O)c1ccc(Cl)cc1	x	4%	1%	i	-1%	1%	-4%	2%
O=C(NCc1ccc2c(c1)OCO2)c1ccc(CS(=O)(=O)c2cccc(C(F)(F)F)c2)o1	-1%	3%	3%	-2%	0%	-13%	-2%	-7%
CCc1cccc(C)c1NC(=O)c1ccoc1C	-3%	-6%	4%	-4%	-2%	-5%	-1%	-4%
COc1ccc(S(=O)(=O)N(Cc2ccccc2)c2ccccc2C(=O)Nc2ccccc2C(=O)NCc2ccco2)cc1	-3%	2%	-8%	-13%	-7%	1%	-9%	u
O=C(O)c1ccc2c(c1)C(=O)N(N1C(=O)c3ccccc3C1=O)C2=O	3%	-1%	10%	2%	-1%	-6%	-5%	3%
COc1cccc(-n2ccn(CC(=O)c3ccc(F)cc3)c(=O)c2=O)c1	x	1%	x	x	-12%	-5%	-12%	x
CS(=O)(=O)N(CCC#N)Cc1ccc(/C=C2\C(=O)Nc3ccccc32)o1	-1%	0%	-5%	-5%	-4%	u	-9%	-6%
O=C1CCC(C(=O)N2CCC(CO)(Cc3ccc(Cl)cc3)CC2)=NN1	-22%	3%	65%[activator]	15%	-3%	-17%	-11%[2.34 µM]	-4%
Cc1cc(NC(c2cccnc2)c2c(C)[nH]c3ccccc23)no1 (stereo not given)	-12%	-9%	4%	-6%	4%	u	3%	-6%
CC1Cc2nc(SCC(=O)N3CCN(c4ccccc4)CC3)n(CCc3ccccc3)c(=O)c2S1 (stereo not given)	-14%	0%	12%	1%	-1%	u	2%	-2%
Cc1nnc(N/N=C/c2ccc(-c3ccc(Br)cc3)o2)n1N	-23%	0%	2%	-3%	-10%	7.9µM*	-15%	5.6µM*
CCOC(=O)C1=C(C)NC2=C(C(=O)CCC2)C1c1ccsc1 (stereo not given)	x	-6%	-2%	15%	-2%	1%	-8%	u
O=c1[nH][nH]c(C(F)(F)F)c1C=Nc1ccccc1	3%	-4%	-3%	-10%	-2%	1%	0%	-2%
CN1C(=O)/C(=C/c2ccc(-c3ccccc3[N+](=O)[O-])o2)SC1=Nc1ccc(Cl)c(C(=O)O)c1	-27%	-3%	14µM*	-5%	-9%	14µM*	-11%	0%
COc1ccc(NC(=O)Cc2ccccc2)cn1	x	2%	15%	-17%	1%	-9%	2%	-5%

Source: PubChem
